From PubChem BioAssay
D3 antag – blocks the human D3 dopamine receptor; P35462; D3R cells, DiscoveRx beta-arrestin luminescence, antagonist mode; hits give low values; hit rate 2.5% among 360,000; max response, negative = inhibition, %; in the data active = max response below about -50%; inconclusive = no clear call, values can overlap the other calls; note: % is set by controls: 0 for no effect and ±100 for the full control effect; mostly tested at two doses, the higher about 12 µM
Target sequence (P35462 whole entry, looked up): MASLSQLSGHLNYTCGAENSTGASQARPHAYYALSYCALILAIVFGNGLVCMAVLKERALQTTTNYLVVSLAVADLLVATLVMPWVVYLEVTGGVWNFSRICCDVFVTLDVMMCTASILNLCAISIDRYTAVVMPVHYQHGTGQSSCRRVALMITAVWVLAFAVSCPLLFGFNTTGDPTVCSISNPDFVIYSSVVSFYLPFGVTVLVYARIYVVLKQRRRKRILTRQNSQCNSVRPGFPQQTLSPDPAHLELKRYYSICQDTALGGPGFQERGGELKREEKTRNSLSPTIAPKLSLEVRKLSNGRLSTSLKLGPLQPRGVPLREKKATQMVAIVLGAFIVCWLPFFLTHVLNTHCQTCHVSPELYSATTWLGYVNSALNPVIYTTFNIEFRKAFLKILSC
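Cells plated overnight at 1500 cells/well, then exposed to library compounds with dopamine controls for 90 minutes at 37 degrees C. DiscoveRx reagent added for 30–60 minutes at room temperature; luminescence read, quantitative HTS format.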
DRD3 agonist – D3 dopamine receptor (human) agonism; D3R DiscoveRx beta-arrestin cells, luminescence, 90 min; P35462; hit rate 0.58% among 410,000; max activation, %; in the data active = max activation above about 30%; note: 0% is about no effect; mostly tested at two doses, the higher about 12 µM
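Agonist mode: compounds and dopamine controls were applied to plated cells for 90 min at 37 degrees C after an overnight attachment at 1500 cells/well. Luminescent read-out followed 30 - 60 minutes at room temperature with DiscoveRx detection reagent.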
EPAC2 antagonist – blocks human EPAC2 exchange factor. Potency, µM (titrated, usually from 114 µM), without a hit: at the top dose activity, negative = inhibition, actives largely listed as inhibitors. Q8WZA2. EPAC2 GEF exchange of Rap1B-BODIPY-GDP, fluorescence. AID 720708. hit rate 0.18% among 360,000; note: potency is the fitted concentration of half-maximal effect; % is set by controls: 0 for no effect and ±100 for the full control effect; nearly all actives have a fitted effect of over 45% in size; many of its hits are not listed in these tables
Abeta rescue – A-beta toxicity reversal in yeast | yeast expressing A-beta42, growth rescue, OD600, 48 h; response scale: 0% DMSO, 100% iron-clioquinol control | Potency, µM (series often up to 46.1 µM), inactives show at the highest dose growth rescue, hits mostly activators | AID 1347071 | hit rate 0.063% among 410,000; note: potency is the fitted concentration of half-maximal effect; nearly all actives have a fitted effect of over 55% in size
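Yeast A-beta toxicity model in growth medium with pinned compounds, 48 h at 30 C; growth read as absorbance at 600 nm. Normalized to FeCl3/clioquinol equimolar mix (positive) and DMSO (negative).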
TDP43 rescue – TDP-43 toxicity inhibition in yeast | TDP-43 expressing yeast growth rescue, BacTiter-Glo, 24 h | Potency, µM (series often up to 46.1 µM), without a hit: at the highest dose growth rescue (activation), most hits filed as activators | hit rate 1.8% among 410,000 | AID 652104; note: potency is the fitted concentration of half-maximal effect; % of control where 0% means no effect; nearly all actives have a fitted effect of over 50% in size
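Readout is BacTiter-Glo luminescence of cell growth, so inhibitors register as activators. TDP-43-expressing yeast at OD600=0.02 in galactose medium, after raffinose pregrowth to mid-log, were incubated with compound for 24 hr at 30 deg C.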
FUS suppressor – FUS proteinopathy suppression in yeast | Potency, µM (highest dose often 76.6 µM), inactives show at the top dose growth rescue (activation), hits mostly activators | S. cerevisiae FUS-expressing, growth rescue, OD600, 24 h | AID 1347120 | hit rate 0.24% among 390,000;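 note: potency is the fitted concentration of half-maximal effect; plate controls were DMSO vehicle for no effect and reference control for full effect; nearly all actives have a fitted effect of over 55% in size; some results filed as inactive show a strong effect at the top dose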
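S. cerevisiae expressing FUS from galactose induction served as the toxicity model. Growth after 24hr at 30C, read as absorbance at 600 nm, indicates suppression of toxicity; compounds dosed at several concentrations.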
aSyn rescue – inhibitors of alpha-synuclein toxicity in yeast; Yeast expressing alpha-synuclein, growth rescue, BacTiter-Glo, 24 h; hit rate 0.14% among 370,000; Potency, µM (doses to about 46.1 µM), for the others: at the highest dose growth rescue (activation), actives largely listed as activators; AID 652106; note: potency is the fitted concentration of half-maximal effect; % of control where 0% means no effect; nearly all actives have a fitted effect of over 65% in size
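Galactose-induced alpha-syn yeast (OD600=0.02, raffinose-pregrown) + pinned cpd, 24 hr, 30 deg C; growth by BacTiter-Glo luminescence. Growth restoration scores as activation.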
EPAC2 agonist – activates human EPAC2 exchange factor; Q8WZA2; EPAC2 activation, biochemical qHTS; response scale: 100% = 6.5 mM cAMP response; Potency, µM (highest dose often 154 µM), for the others: top-dose activation, hits mostly activators; hit rate 0.079% among 360,000; note: potency is the fitted concentration of half-maximal effect; nearly all actives have a fitted effect of over 50% in size
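qHTS, titration series. 100 nM EPAC2 / 250 nM Rap1B-BODIPY-GDP / 50 uM GDP; RT; ex 480/em 540 nm, 5-min reads to 30 min. Norm. to 6.5 mM cAMP = activation.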
The depositor's hits bear a star; u = inconclusive; x = no result given; & = joins results of further samples; [ ] = remark or other dose. Unless noted, calls come from the whole dose curve; as a rule, active = well fitted curve in the direction sought with a large enough effect; inconclusive = small, poorly fitted or top-dose-only effect, or another doubt; inactive = no such curve, though single readings can be large; an effect the other way counts as inactive or inconclusive. A portion of the library. The share of hits here may be higher or lower than overall.

SMILES	D3 antag	DRD3 agonist	EPAC2 antagonist	Abeta rescue	TDP43 rescue	FUS suppressor	aSyn rescue	EPAC2 agonist
CSC(=NC1CCCCC1)NS(=O)(=O)c1ccccc1	1.9&-17.5	8.5&0.0	-18.9%&1.7%	-0.6%&-4.7%	10.4%&10.4%	4.3%&28.3%	1.0%&-5.3%	3.4%&9.6%
Cc1cccnc1NS(=O)(=O)c1ccccc1	17.8	10.2	-4.6%	8.2%	16.6%	-20.5%	-11.5%	4.9%
COc1ccc(Sc2cc(C(F)(F)F)nc(-c3ccccn3)n2)cc1	-26.7	-2.1	5.6%	2.9%	-13.2%	-29.4%	x	4.0%
Cc1cc(F)ccc1C(O)c1ncc(-c2ccc(Oc3ccccc3)cc2)[nH]1 (stereo not given)	3.2	9.8	12.4%	-14.4%	22.0%	22.3%	-14.3%	16.5%
Cc1cc(NC(=O)COC(=O)c2cnccn2)ccc1Br	-0.4	1.3	-3.0%	-20.0%	15.1%	-17.1%	-1.0%	1.8%
C#Cc1ccc([C@@H]2C=C(C(=O)NCc3ccccc3)O[C@H](OCc3ccc(CO)cc3)C2)cc1	1.1	17.0	-22.1%	-15.2%	0.7%	33.3%	4.5%	7.3%
CN(C)C(CNC(=O)c1ccc2[nH]c(=O)c(=O)[nH]c2c1)c1ccco1 (stereo not given)	10.2	1.7	-7.4%	-18.5%	-2.3%	-1.7%	-7.2%	0.6%
O=C(NC(=S)NCCN1CCOCC1)c1cccc(Cl)c1	-16.8	14.1	3.2%	-25.3%	-3.2%	30.8%	-5.5%	6.3%
COc1ccc(Cl)cc1C(=O)NNC(=O)CCNC(=O)c1ccccc1	7.1	-0.8	2.0%	3.3%	-1.7%	-9.2%	-4.6%	-1.2%
Cc1ccc(-n2c(Cc3ccccc3)nnc2SCC(=O)NNC(=O)Cc2ccccc2)cc1	-5.4	16.6	-7.2%	10.7%	-9.1%	31.4%	2.4%	-1.2%
O=C(CCNS(=O)(=O)c1ccc(Br)s1)Nc1ccc(Cl)cc1	-52.2*	0.7	0.4%	18.7%	-10.2%	39.9%	0.3%	-2.5%
Cn1c(=O)c(NC(=O)c2ccccc2)c2n(c1=S)CCCCC2	-29.4	-1.8	-2.3%	-14.4%	17.7%	-9.0%	4.3%	6.5%
COc1ccc(C)cc1NC(=O)CN1C(=O)CSc2ccc(S(=O)(=O)N3CCCC3)cc21	-5.0	-1.3&-4.6	-3.4%	6.8%&-2.1%	0.4%&0.9%	u	6.9%	5.6%
COC(C(=O)Nc1ccnn1C1CCN(Cc2ccc(Cl)s2)CC1)c1ccccc1 (stereo not given)	-2.5	-14.3	3.2%	-2.7%	5.3%	5.9%	1.0%	-6.9%
Cc1ccc(S(=O)(=O)C2(C(=O)Nc3ccc4c(c3)OCO4)CC2)cc1	-8.5	-1.4	8.3%	-4.0%	0.0%	13.9%	11.8%	-1.9%
Cc1ccc(-n2c3c(c(=O)[nH]c2=O)C(NC(=O)c2ccccc2F)(C(F)(F)F)C(=O)N3)cc1C (stereo not given)	x	-7.2	x	-7.8%	25.6%	-7.5%	2.7%	x
O=c1cc(O)c2sc(Nc3ccc(Cl)c(F)c3)nc2[nH]1	-6.0	0.1	10.5%	-10.1%	0.9%	5.1%	-5.1%	2.7%
CCCCCCSc1cc(-c2nc3cnccn3c2NCCCC)ccc1OC	184.8	103.5*	u	-0.9%	0.0%	u	-64.2%[inhibitor]	-17.4%
O=C(O)c1cccc(NC(=O)c2cccc(S(=O)(=O)N3CCc4ccccc4C3)c2)c1	-1.2	0.2	-4.9%	-1.5%	0.0%	-47.9%	-4.6%	3.7%
CCc1sc(C(=O)Nc2cccc(C(C)=O)c2)cc1C	-16.8	-7.2	-5.0%	6.8%	19.5%	x	-15.6%	10.6%
COC(=O)C1=C(C)N=C2SC(C#N)=C(N)N2C1c1ccc(OC)cc1 (stereo not given)	-19.1	-1.7	-1.3%	13.8%	2.4%	19.5%	-1.8%	3.5%
COc1ccc(CCNC(=O)c2cc(-c3ccncc3)nc3c(Cl)cccc23)cc1OC	-4.1	-12.9	-9.5%	1.0%	22.6%[9.22 µM]	18.0%	0.2%	10.0%
Cc1ccc(C)c(N(CC(=O)Nc2ccccc2C(=O)NCc2ccco2)S(=O)(=O)c2ccccc2)c1	44.2	-2.0	-7.6%	1.8%	11.7%	u	1.4%	3.8%
CC(=O)Nc1ccc2nc(NC(=O)c3cccs3)sc2c1	-6.2	3.5	-8.0%	-23.1%	-22.3%	17.7%	-6.7%	-4.1%
COc1ccc(-c2c(C#N)c(C)nc3c2C(=O)c2ccccc2-3)cc1	9.7	2.1	-8.9%	-3.0%	-5.2%	-17.9%	-0.6%	-5.1%
Additional compounds follow:
SMILES	D3 antag	DRD3 agonist	EPAC2 antagonist	Abeta rescue	TDP43 rescue	FUS suppressor	aSyn rescue	EPAC2 agonist
Cc1cc2c(c(SCC(=O)NCCc3ccccc3)n1)C(=O)OC2	20.9	8.1	13.8%	9.6%	6.8%	-9.6%	-9.0%	-0.9%
COC(=O)[C@]12CCCCC=C1N(Cc1ccc(Cl)cc1Cl)C(=O)[C@H](CC(=O)NCc1ccc(OC)c(OC)c1)C2	-1.0	-1.8	-15.3%	0.3%	0.0%	u	5.0%	-1.0%
CC1CCc2cc(F)ccc2N1C(=O)c1cccs1 (stereo not given)	1.2	10.8	-14.3%	0.7%	19.6%	-13.6%	4.0%	-3.7%
NC(=O)CN1CCN(S(=O)(=O)c2ccc(Br)cc2)CC1	-14.2	-9.4	0.7%	-4.6%	-10.8%	26.1%	-4.0%	20.9%
Cc1cc(-c2nnc(SCC(=O)Nc3ccc(F)cc3)n2N)n[nH]1	3.5	-0.2	-0.9%	7.1%	1.6%	-1.8%	-6.0%	-0.8%
Cc1cccc2sc(N(CCN3CCOCC3)C(=O)CCS(=O)(=O)c3ccccc3)nc12	-19.7	-29.1	3.3%	9.1%	-15.9%	26.6%	19.7%	2.4%
COc1ccc(C(O)(c2ccccc2)C(C(=O)O)c2ccccc2)cc1 (stereo not given)	1.0	-6.5	-26.9%	2.2%	-2.8%	0.7%	2.0%	3.9%
Nc1c(C(=O)OCC2CCCO2)c2nc3ccccc3nc2n1C1CCCC1 (stereo not given)	-11.0	3.4	-18.1%	12.2%	3.9%	x	-4.7%	6.1%
O=S1(=O)CC(N2CCN(Cc3ccccc3F)CC2)CN1Cc1cn(Cc2cccc(Cl)c2)nn1 (stereo not given)	22.0	7.4	8.9%	-3.3%	9.6%	-6.0%	-0.8%	11.9%
O=C(OCC#CCSc1nc2ccccc2s1)c1ccco1	4.1	5.3	-0.6%	-5.9%	-5.1%	8.3%	2.1%	23.5%
Cc1[nH]c2ccc(C(=O)OC(C)C(=O)N(C)c3ccccc3)cc2c1C (stereo not given)	7.4	-0.4	-6.9%	14.5%	20.2%	6.9%	-0.8%	-4.8%
CC(C)CSc1nc2ccccc2n1CC(=O)O	-1.7	5.5	-1.8%	3.9%	0.1%	-25.0%	-0.1%	28.3%
Cc1cc(=O)oc2c1c(C)nn2-c1nn[nH]n1	-11.5	0.7	6.7%	-7.4%	0.2%	18.8%	-2.0%	-8.7%
COc1cccc(NC(=S)N2c3ccccc3CC2C)c1 (stereo not given)	6.1	-7.0	-7.1%	u	u	-1.0%	2.1%	-0.2%
Cc1c(N)cc(C(=O)N2CCOCC2)cc1[N+](=O)[O-]	9.7	-5.2	28.9%	0.0%	-5.4%	x	-0.9%	2.0%
CC1CN(C(=O)CSc2nnc(-c3ccccc3)o2)CC(C)O1 (stereo not given)	18.0	4.8	10.9%	0.5%	8.4%	-2.3%	-5.8%	1.3%
CC(NC(=O)C(Cc1ccccc1)NC(=O)c1ccccc1)C(=O)O (stereo not given)	-7.9	15.4	-2.8%	1.9%	-16.8%	11.5%	1.5%	-2.4%
COc1cc(C(=O)OCCCN2CCOCC2)ccc1O	-16.1	-11.5	-2.6%	-7.0%	0.5%	1.8%	0.5%	6.2%
COC(=O)c1ccccc1NC(=O)CCCn1c(=O)c2cccn2c2cccnc21	x	-13.0	x	-27.6%	-14.3%	-15.3%	x	x
CCCS(=O)(=O)NC(=O)C1(C)CCCN(C(=O)c2cc(C)on2)C1 (stereo not given)	2.9	3.7	0.4%	14.3%	0.0%	-22.2%	0.8%	2.1%
O=C(c1cccc([N+](=O)[O-])c1)c1ccc2c(c1)OCCOCCOCCO2	-14.8	3.6	-1.9%	-0.7%	7.2%	-2.7%	6.1%	5.8%
C[C@H](c1ccccc1)N1C[C@H](COCc2ccccc2)Oc2cc(N3CC[C@@H](O)C3)ccc2S1(=O)=O	30.6	1.9	u	u	u	u	6.9%	13.8%
COc1ccc(-c2oc3cccnc3c2C#CCO)cc1	15.7	9.4	u	2.4%	u	-7.9%	-0.4%	0.3%
Cc1cc2ccccc2nc1SCC(=O)N1c2ccccc2CC1C (stereo not given)	4.3	-8.6	-17.0%	4.8%	-12.6%	-1.6%	-4.1%	9.1%
Cc1c(-c2ccc(F)cc2)nc(N)c(C#N)c1-c1cccnc1	8.6	-6.3	0.3%	u	-18.5%	-2.9%	3.1%	1.6%
(cont.)
SMILES	D3 antag	DRD3 agonist	EPAC2 antagonist	Abeta rescue	TDP43 rescue	FUS suppressor	aSyn rescue	EPAC2 agonist
O=C(C/C=N\OCc1ccc(Cl)cc1Cl)Nc1ccccc1	-7.2	-12.4	-8.9%	-2.8%	-9.3%	4.4%	-1.4%	11.4%
COc1cccc(-c2cnc3c(NC(C)=O)cc(-c4cccc(NC(C)=O)c4)cn23)c1	43.1	10.4	-11.2%	-9.4%	0.0%	28.3%	-2.7%	9.9%
COc1ccc(NC(=O)N(CCc2ccccc2)Cc2cc3c(C)cc(C)cc3[nH]c2=O)cc1	-20.0	-3.6	-6.6%	19.7%	11.3%	3.1%	-1.9%	11.3%
Cc1ccc(S(=O)(=O)NCCC(=O)Nc2ncccc2O)cc1C	4.2	7.3	3.4%	12.4%	8.8%	-8.6%	-0.9%	-1.1%
CCn1c(=O)c([N+](=O)[O-])c(Cl)c2ccccc21	-114.9*	-22.7	17.8%	-91.9%[inhibitor]	u	7.2%	-65.2%[inhibitor]	0.1%
CCn1nnnc1SCC(=O)Nc1nc2ccc(OC)cc2s1	1.6	0.3	0.4%	13.2%	0.3%	-8.6%	3.7%	-7.8%
